# From PubChem BioAssay
# AID2073: inhibitors of Mint1-CaV2.2 protein interaction, biochemical, HTRF (AID 2073); inhibition, % at 20 µM, or IC50 in µM where a hit was titrated; HTRF protein-protein interaction, Mint1-CaV2.2; higher % means a stronger effect; 290,000 tested, 0.19% active; in the data active means inhibition mostly above about 51%, no sharp cut-off; further: some results filed as inactive read as strong as hits
# ER stress rescue: rescue of cells from ER stress-induced death, primary screen, 384-well, CSM14.1, thapsigargin, ATP luminescence (AID 1222); CSM14.1 thapsigargin-induced death rescue, ATP luminescence; higher % means a stronger effect; cellular ATP content (survival), % at 20 µM; hits with a dose series show EC50 in µM; 190,000 tested, under 10 active;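 active means EC50 below 50 µM in the dose-response confirmation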;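 further: death triggered by thapsigargin at about 15 µM added after 2 h compound pretreatment; cell ATP read after overnight thapsigargin exposure of roughly 18 to 22 hours; normalized against plate controls of thapsigargin alone and 5% DMSO vehicle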
# Siah-1 displacement: Siah-1 peptide-binding antagonists, primary screen, biochemical, fluorescence polarization, rhodamine-plectin, uHTS (AID 1817) | E3 ubiquitin-protein ligase SIAH1 (Homo sapiens) | Siah-1 / rhodamine-plectin peptide fluorescence polarization; higher % means a stronger effect | displacement, % at 20 µM, or IC50 in µM where a hit was titrated | 290,000 tested, 0.02% active;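 active means displacement of at least 50% at 20 µM, with a fluorescence ratio check between 0.3 and a set limit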;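 further: plate controls were Siah plus tracer with DMSO for no effect and tracer alone without Siah for full effect; strong numbers were not always called active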
# XIAP antagonists: XIAP antagonists, biochemical, IAP family, fluorescence polarization (AID 1018); E3 ubiquitin-protein ligase XIAP (Homo sapiens); XIAP BIR domain, fluorescence polarization peptide displacement; higher % means a stronger effect; displacement, % at 20 µM, or IC50 in µM where a hit was titrated; 200,000 tested, 0.007% active; in the data active means displacement above about 50%; further: a part of the inactive calls stands beside numbers as strong as those of hits
# NOD2 inhibition: NOD2 signaling inhibitors, cell-based, luminescence, uHTS, HEK293 (AID 1566); inhibition, % at 4 µM; hits with a dose series show EC50 in µM; HEK293 NOD2/NF-kB luciferase reporter, luminescence; higher % means a stronger effect; 290,000 tested, 0.63% active; further: many of its hits are not listed in these tables
# LYP inhibition: inhibitors of LYP phosphatase, biochemical, fluorescence intensity, uHTS (AID 1779); Tyrosine-protein phosphatase non-receptor type 22 (Homo sapiens); 290,000 tested, 0.054% active; recombinant LYP phosphatase, fluorescence intensity; higher % means a stronger effect; inhibition, % at 11.5 µM; hits with a dose series show IC50 in µM;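 further: plate controls were vehicle with enzyme for no effect and no enzyme for full effect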
# M1AAP inhibition: P. falciparum M1AAP inhibitors, biochemical, fluorogenic H-Leu-NHMec substrate, 1536-well (AID 1445); Aminopeptidase N (Plasmodium falciparum (isolate 3D7)); recombinant M1AAP, H-Leu-NHMec fluorogenic kinetic assay; higher % means a stronger effect; inhibition, % at 30 µM, or IC50 in µM where a hit was titrated; 220,000 tested, 0.42% active;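 active means primary inhibition above the hit cutoff, then over 50% inhibition at one or more dose response concentrations, cut at about 23% in these data, passing the limit was not always enough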;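 further: plate controls were DMSO full reaction for no effect and no enzyme background for full effect; strong numbers were not always called active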
# Lipid droplet: inhibitors of hepatocyte lipid droplet formation, primary screen, imaging, high-throughput imaging, BODIPY stain. AML12 mouse hepatocytes, oleate lipid droplets. inhibition, % at 6.5 µM. 240,000 tested, 0.4% active. AID 1656, 2009;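 active means lipid droplet intensity inhibited by at least 50%, with more than 500 cells counted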
#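 Test system: AML12 mouse liver cells; schedule: overnight exposure; technique: high-content imaging of BODIPY-stained droplets and DAPI nuclei; read-out: % inhibition of corrected integrated BODIPY droplet signal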
# P. falciparum M17LAP: P. falciparum M17LAP inhibitors, primary screen, biochemical, fluorogenic H-Leu-NHMec substrate, 1536-well (AID 1619); Leucine aminopeptidase (Plasmodium falciparum (isolate 3D7)); 220,000 tested, 0.38% active; recombinant M17LAP, H-Leu-NHMec fluorogenic kinetic assay; higher % means a stronger effect; one-dose inhibition, % at 30 µM; IC50 in µM for titrated hits;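 active means compound inhibiting the enzyme by more than half at any dose during confirmatory dose-response retesting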;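 further: plate controls were full reaction with DMSO carrier for no effect and no enzyme background for full effect; strong numbers were not always called active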
# Lipid droplet cells 6.5 µM: recorded beside Lipid droplet, whose call it bears; cell count; measured here: cell count, cytotoxicity flag;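 cells counted across two imaged fields per well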
# * marks the source's active call; other numbers are inactive results; nt = not tested or not shown. Unless noted, no stated cut-off is given here; in the data, active means inhibition above about 50%; inactive means the rest.
smiles | AID2073 | ER stress rescue | Siah-1 displacement | XIAP antagonists | NOD2 inhibition | LYP inhibition | M1AAP inhibition | Lipid droplet | Lipid droplet cells 6.5 µM | P. falciparum M17LAP
CCSc1nnc(NC(=O)C(Cc2ccccc2)n2cccc2)s1 (stereo not drawn) | -0.4% | -1.6% | -1.4% | 2.7% | 12.7% | -3.1% | 3.2% | nt | nt | 3.8%
C=CCc1cccc2cc(C(=O)N(CC)CC)c(=O)oc12 | -10.0% | -0.5% | 3.3% | -3.7% | 8.0% | -7.2% | 2.1% | nt | nt | 4.0%
CC(NC(=O)c1ccc(Br)cc1)c1ccccc1 (stereo not drawn) | 1.6% | -2.8% | -1.9% | -2.6% | 4.9% | -2.5% | 6.0% | 10.4 | 774 | 12.4%
CC(NC(=O)C1CCC(C(C)(C)C)CC1)C(c1ccccc1)N1CCOCC1 (stereo not drawn) | -6.4% | -0.1% | -2.1% | -10.6% | -1.4% | -0.4% | -11.6% | 12.4 | 724 | -1.5%
O=C(NC1CCCCC1)N(C1=NCCCCC1)c1ccc(Br)cc1 | -1.3% | 0.3% | 8.3% | 0.5% | -9.2% | -3.0% | -0.5% | -13.2 | 645 | 4.1%
O=C(CCCn1c(=O)[nH]c2ccsc2c1=O)N1CCCCC1 | -4.1% | -1.0% | 0.5% | -0.8% | 11.0% | -8.4% | 6.6% | nt | nt | -2.5%
CC(=O)OC[C@H]1O[C@H](CCO/N=C(\C)CCN2CCCc3nc(C)c(C)cc32)C=C[C@@H]1OC(C)=O | 1.9% | -0.3% | 3.7% | -8.8% | -6.3% | 3.6% | 9.5% | -3.3 | 749 | -17.2%
CCOc1cc(/C=C2\C(=N)N3N=C(S(C)(=O)=O)SC3=NC2=O)ccc1OCCOc1cccc(OC)c1 | 31.4% | nt | 4.7% | nt | 14.5µM* | 7.9% | nt | 12.2 | 839 | nt
O=C1c2ccccc2C(=O)N1CCCCN(C(=O)c1cccc([N+](=O)[O-])c1)c1ccc(Cl)cc1 | 7.0% | -0.3% | -3.5% | 1.2% | -4.0% | 7.6% | 4.6% | nt | nt | 0.5%
O=C(Nc1ccc(Br)cc1Cl)NC1CC1 | 1.4% | -0.3% | -2.4% | -7.3% | 11.4% | -6.7% | -0.1% | -5.1 | 742 | -4.7%
O=C(Nc1ncc(Cc2ccccc2Cl)s1)c1ccc([N+](=O)[O-])cc1 | 4.9% | -2.4% | 22.0% | 3.4% | 10.4% | 0.2% | 1.5% | -20.5 | 656 | -11.8%
CCOC(=O)c1ccc(-c2c(C(=O)OCC)oc3cc(O)c(CC)cc3c2=O)o1 | 7.8% | -3.7% | -2.5% | -9.0% | 13.8% | 1.2% | -7.4% | -16.9 | 683 | 4.5%
COC(=O)C1CCN(Cc2ccc(OCCCN3CCN(c4ccc([N+](=O)[O-])cc4)CC3)cc2)CC1 | -11.4% | -1.2% | -5.1% | -12.5% | 28.4% | 78.6%* | 8.4% | -11.2 | 670 | 0.7%
CCN1C(=O)/C(=C\N(C(C)=O)c2ccccc2)OC1=S | -5.5% | -1.1% | -5.7% | -3.6% | -6.9% | -0.7% | 7.3% | 22.0 | 791 | 28.1%
CCOCCCNC(=O)c1ccc(OC)cc1 | 47.9% | -3.3% | 2.6% | 0.0% | -15.3% | -6.6% | -1.2% | -0.3 | 758 | -11.7%
COc1ccc(NC(=O)CCC(=O)c2cccs2)cc1S(=O)(=O)Nc1ccc(Cl)cc1 | 26.6% | 3.9% | 2.1% | -2.4% | 20.3% | -6.9% | 6.4% | -6.9 | 576 | -0.9%
COc1cccc(-c2noc(Cn3nc(C)c([N+](=O)[O-])c3C)n2)c1 | -27.8% | -5.7% | 0.6% | -2.6% | 9.4% | 7.4% | 6.1% | nt | nt | 10.4%
C=CCc1cc(/C=N\NC(=O)CSc2nnc(CCCc3ccc(OC)c(C)c3)o2)cc(OC)c1O | -13.5% | 1.0% | 1.7% | -4.2% | -7.5% | -4.5% | 0.3% | -16.9 | 755 | -2.2%
CCC(=O)Nc1ccc(C(=O)NNC(=O)c2cccc(C)c2)cc1 | -0.5% | nt | -2.4% | nt | -21.7% | -0.2% | nt | nt | nt | nt
CS(=O)(=O)N(CC(=O)N1CCCC1)c1cc(Cl)ccc1Cl | -1.4% | nt | -0.4% | nt | 8.1% | -5.8% | nt | -0.2 | 811 | nt
CCN(Cc1ccccc1)C(=O)COC(=O)CNC(=O)c1ccc(C)s1 | -6.1% | 2.1% | 3.0% | -6.1% | 15.5% | -7.9% | -2.3% | 13.5 | 677 | 5.3%
N/N=C1\CCCc2nonc21 | -21.1% | -0.2% | 13.3% | -3.0% | -1.7% | -4.1% | -1.3% | -4.0 | 708 | -6.6%
Cc1c(C(=O)N2CCOCC2)c(S(=O)(=O)Nc2ccccc2)c(C)n1C | 12.1% | nt | -1.5% | nt | 8.2% | -9.3% | nt | 10.4 | 712 | nt
CCC1CCCCN1Cc1cc(OC)c(O)c([N+](=O)[O-])c1 (stereo not drawn) | -6.2% | 2.1% | -0.5% | -2.1% | -8.2% | 2.9% | 7.1% | nt | nt | 18.0%
Nc1c(C(=O)NC2CCCC2)c2nc3ccccc3nc2n1N | 14.9% | 1.9% | -1.0% | 0.7% | -1.6% | -8.5% | 11.2% | nt | nt | 0.7%
COc1ccc(NC2CCCN(C(=O)c3cc(C)nc4cc(F)ccc34)C2)cc1 (stereo not drawn) | -5.5% | nt | -2.3% | nt | 10.5% | -7.6% | nt | -12.1 | 754 | nt
O=C(O)/C=C/C(=O)Nc1nccs1 | 14.4% | nt | -1.1% | nt | -4.4% | 0.2% | 6.1% | 5.9 | 828 | 9.9%
C=CCNC(=S)N/N=C1\CCS(=O)(=O)c2ccccc21 | -5.8% | nt | -6.2% | nt | -5.8% | -3.9% | nt | nt | nt | nt
CC(C)NC(=O)NC(=O)COc1ncnc2sccc12 | 1.1% | 0.1% | -5.4% | -8.9% | -14.1% | -1.2% | -9.3% | -3.5 | 524 | 3.0%
CC1(C)CN(c2ccccc2)N(C(=O)c2ccc(F)cc2)C1=O | 6.9% | 9.0% | 4.9% | -1.4% | -20.1% | -7.0% | 7.1% | nt | nt | 11.8%
COC(=O)c1ccc(NC(=O)CCN2C(=O)C3C4CCC(C4)C3C2=O)cc1 (stereo not drawn) | 13.6% | nt | 5.4% | nt | -0.3% | -6.4% | nt | -1.2 | 791 | nt
COC(=O)/C(=N\OCc1ccc(C#N)cc1)c1c(C)nn(C)c1C | 15.5% | nt | 0.8% | nt | 0.8% | -6.0% | nt | -5.7 | 688 | nt
O=S(=O)(Nc1ncccn1)c1ccc(NC(=S)NCCc2ccccc2)cc1 | -8.1% | -1.3% | -2.9% | -2.8% | -0.1% | -4.0% | 0.5% | -18.5 | 766 | -2.5%
Cn1c(SCc2ccccc2Cl)nc2ccccc21 | 73.1% | -0.9% | 4.1% | -2.3% | -142.4% | -9.0% | 5.1% | 7.4 | 797 | -38.8%
O=C(CCNC(=O)N1CC(=O)Nc2ccccc21)NCCc1cccc(F)c1 | 0.5% | nt | 3.5% | nt | -9.3% | -3.3% | nt | 3.7 | 667 | nt
CNCc1ccccc1Sc1ccc(OC)c(OC)c1 | -5.0% | -0.9% | -1.1% | -8.9% | 16.5% | -4.3% | -9.2% | nt | nt | 8.8%
CCCCN1C(=O)C(NC(=O)C2CC2)(C(F)(F)F)C2=C1CC(C)(C)CC2=O (stereo not drawn) | 2.4% | -0.7% | 1.5% | -1.3% | 16.0% | -7.3% | 9.8% | nt | nt | 3.6%
CC(=O)CSc1nc2ccccc2s1 | 5.4% | -1.3% | 0.4% | -2.9% | -24.8% | 0.3% | 0.3% | nt | nt | 14.9%
O=C(CSCc1ccc(F)cc1)N1CCN(c2ccccc2)CC1 | 1.9% | -0.5% | 4.9% | -7.7% | -13.7% | -7.5% | 3.1% | nt | nt | 10.5%
Cc1cccc(C(=O)Oc2ccc(/C=N/NC(=O)c3cc(O)cc(O)c3)cc2)c1 | 22.7% | nt | 25.6% | nt | -4.3% | -2.6% | nt | 3.5 | 808 | nt
N#Cc1nc(COc2ccc(F)cc2)oc1N1CCCC1 | 0.0% | -2.3% | 0.6% | -3.1% | 11.3% | -3.2% | -0.9% | -12.7 | 770 | 0.5%
CCOc1ccccc1N(C)C(=O)c1cn(CC)c(=O)c2cc(OC)c(OC)cc12 | 9.1% | nt | -2.3% | nt | 20.6% | -6.9% | nt | -7.2 | 775 | nt
CC(C)N1CCN(Cc2ccc3nsnc3c2)CC1CCO (stereo not drawn) | 2.2% | -0.6% | -2.2% | -6.5% | 11.4% | -7.3% | 0.7% | -6.7 | 736 | -3.3%
Cc1c(C)n(C)c2ccc(C(=O)N3CCN(c4ccccc4)CC3)cc12 | -3.4% | nt | 6.6% | nt | 7.8% | -8.6% | nt | -30.3 | 766 | nt
COc1cccc2sc3ccc(NCCC4CCCN4C)cc3c(=O)c12 (stereo not drawn) | 36.2% | nt | -6.3% | nt | 1.9% | -8.5% | nt | 15.3 | 786 | nt
O=C(NC1CC1)c1ccc2c(c1)NC(=O)c1ccccc1S2 | 0.9% | 1.6% | -4.1% | -0.6% | 5.7% | -7.4% | -1.7% | nt | nt | 1.0%
O=C(NNS(=O)(=O)c1ccc(F)cc1)c1ccc([N+](=O)[O-])cc1 | 0.1% | nt | -0.6% | nt | -5.1% | -5.8% | nt | nt | nt | nt
c1ccc(Nc2cccc(Nc3ccccc3)n2)cc1 | -35.3% | -0.5% | 5.1% | -0.8% | -7.4% | -2.8% | 14.9% | 11.9 | 804 | 10.0%
O=C(OCc1nnc(-c2ccccc2)o1)c1cc([N+](=O)[O-])ccc1Cl | 12.8% | 0.7% | 1.8% | -9.6% | -6.2% | -1.0% | -8.7% | -0.7 | 660 | 3.4%
CCOc1ccc(/C=N/OCC(=O)NCc2ccc3c(c2)OCO3)cc1OC | 1.8% | 2.7% | -1.2% | -3.4% | 12.0% | -9.4% | -5.9% | 10.3 | 691 | -1.8%
COc1ccc(C2=NOC(C(=O)Nc3ccc4c(c3)OCCO4)C2)c(OC)c1 (stereo not drawn) | 12.0% | nt | -2.3% | nt | 12.2% | -7.8% | nt | 12.0 | 830 | nt
O=C(Nc1ccc(C(=O)N2CCCC2)cc1)c1ccccc1[N+](=O)[O-] | -0.6% | 1.0% | 2.0% | -7.5% | -11.5% | -2.6% | -0.5% | -1.4 | 674 | 7.1%
COCCCNC(=S)N/N=C/c1ccc(OC)cc1 | -3.1% | nt | 0.9% | nt | 2.1% | 2.9% | 7.5% | -2.6 | 741 | 0.6%

# An excerpt (hit frequency here may not be typical).
